SENP8 block-1 = SENP8 (human) protease inhibition | 360,000 tested, 0.64% active | recombinant SENP8, Nedd8 substrate fluorescence | Q96LD8 | AID 602440 | inhibition, % at 20 µM; in the data active means inhibition mostly above about 40%, no sharp cut-off; inactive means mostly below about 27%
Target sequence (Q96LD8 whole entry, looked up): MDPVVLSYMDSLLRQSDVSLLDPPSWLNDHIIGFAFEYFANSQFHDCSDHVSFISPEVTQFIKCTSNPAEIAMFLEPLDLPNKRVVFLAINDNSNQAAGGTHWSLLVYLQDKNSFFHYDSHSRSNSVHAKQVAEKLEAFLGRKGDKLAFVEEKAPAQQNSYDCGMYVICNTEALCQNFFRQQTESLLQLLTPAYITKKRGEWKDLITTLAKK
SENP1 inh = inhibitors of human SENP1 SUMO protease catalytic domain; Q9P0U3; recombinant SENP1 catalytic domain, CyPet-SUMO1-YPet FRET cleavage; inhibition, % at 10 µM; 360,000 tested, 0.21% active; AID 624204;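 active means inhibition at least 30% at 10 µM, raw YFP signal under a set limit, fluorescence ratio 0.5 to 1.5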;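 further: 0% = enzyme with DMSO and 100% = no enzyme wells; some results filed as inactive read as strong as hits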
Target sequence (Q9P0U3 419-644 limits assumed): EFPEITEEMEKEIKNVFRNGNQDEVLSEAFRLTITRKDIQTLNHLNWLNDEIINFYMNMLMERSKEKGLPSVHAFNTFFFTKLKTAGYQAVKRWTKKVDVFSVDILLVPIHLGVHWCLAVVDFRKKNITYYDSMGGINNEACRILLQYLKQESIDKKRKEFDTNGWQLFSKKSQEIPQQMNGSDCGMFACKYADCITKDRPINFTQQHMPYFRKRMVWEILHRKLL
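system = hSENP1 catalytic domain, recombinant | reagent = SFCypet-SUMO1-SFYpet substrate at 25 nM | doses = one dose per compound, 10 µM, 0.5% DMSO | incubation = enzyme reaction for 50 min at room temperature, dark | measured by = FRET, CFP and YFP emission | controls = no-enzyme low, enzyme-DMSO high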
SENP6 block = blocks the human protease SENP6; Q9GZR1; inhibition, % at 10 µM; Recombinant SENP6 catalytic domain, aminoluciferin luminescence; AID 2599; 330,000 tested, 1.8% active;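 active means inhibition above about 50% at the single tested dose, limit read from the data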;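 further: plate controls were DMSO wells with enzyme for no effect and DMSO wells lacking enzyme for full effect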
Target sequence (Q9GZR1 628-1112 limits assumed): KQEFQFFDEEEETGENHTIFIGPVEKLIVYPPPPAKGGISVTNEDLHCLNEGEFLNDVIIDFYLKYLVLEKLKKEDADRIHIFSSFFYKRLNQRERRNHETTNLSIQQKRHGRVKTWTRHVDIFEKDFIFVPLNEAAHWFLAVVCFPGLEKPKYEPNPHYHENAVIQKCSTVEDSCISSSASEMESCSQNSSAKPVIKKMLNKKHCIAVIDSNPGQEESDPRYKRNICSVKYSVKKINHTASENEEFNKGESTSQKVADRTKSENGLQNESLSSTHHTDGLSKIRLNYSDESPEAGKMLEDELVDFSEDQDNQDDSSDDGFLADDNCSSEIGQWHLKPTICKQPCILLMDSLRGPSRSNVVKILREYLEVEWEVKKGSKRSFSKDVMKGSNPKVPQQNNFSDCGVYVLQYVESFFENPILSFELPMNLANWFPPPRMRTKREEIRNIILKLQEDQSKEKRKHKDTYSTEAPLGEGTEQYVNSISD
HKDC1 inh = HKDC1 (human) hexokinase inhibition. Q2TB90. recombinant HKDC1, G6PDH/diaphorase resazurin coupled fluorescence. inhibition, % at 20 µM. 340,000 tested, 0.16% active. AID 493160;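 active means inhibition above about 35% when tested at 20 µM, limit read from the data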;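 further: plate controls were DMSO wells with enzyme for no effect and DMSO wells lacking enzyme for full effect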
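Test system: Recombinant HKDC1 (HK5) hexokinase enzyme, produced in-house | Input: HKDC1 at 5 µg/mL | Buffer or medium: Tris pH 8.0 buffer with MgCl2, Tween-20, BSA, BME | Schedule: 90 min reaction incubation at room temperature, dark | Technique: Resazurin-to-resorufin fluorescence via G6PDH and diaphorase coupling, 525/613 nm | Controls: DMSO wells with and without enzyme mix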
SENP8 block-2 = inhibitors of human SENP8 protease; purified SENP8, Z-RLRGG-aminoluciferin cleavage, luminescence; AID 2540; 330,000 tested, 1.2% active; inhibition, % at 10 µM; Q96LD8; in the data active means inhibition above about 50%
PfGluPho inh = PfG6PD (Plasmodium falciparum) enzyme inhibition | 350,000 tested, 0.78% active | PfGluPho enzyme, NADPH resazurin-diaphorase fluorescence | inhibition, % at 20 µM;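 active means inhibition reaching at least a set limit at 20 µM in the primary screen, cut at about 59% in these data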;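 further: 0% = DMSO wells with substrate and 100% = DMSO wells lacking glucose-6-phosphate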
UBC13 polyUb = human UBC13 polyubiquitination inhibition; AID 485273; UBC13 polyubiquitin chain formation, TR-FRET; 330,000 tested, 0.47% active; inhibition, % at 20 µM; in the data active means inhibition above about 45%, passing the limit was not always enough
Target sequence (P61088 whole entry, looked up): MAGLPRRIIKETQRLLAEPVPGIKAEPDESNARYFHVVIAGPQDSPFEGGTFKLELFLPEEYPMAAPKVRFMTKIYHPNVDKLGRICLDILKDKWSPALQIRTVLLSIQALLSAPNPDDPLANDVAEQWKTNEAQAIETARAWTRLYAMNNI
beta cell repl = MIN6 beta-cell proliferation induction | MIN6 cells proliferation, ATPlite luminescence, 48 h; cells starved in 0.2% serum; 100% = growth in 10% serum | 330,000 tested, 0.29% active | proliferation, % at 10 µM;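 active means compounds whose signal lies at least 3.5 SD above the mean of all wells on their plate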;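 further: 0% = DMSO-treated cells in low-serum medium and 100% = 10% serum control; some compounds called inactive have numbers as strong as hits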
SENP7 inh = inhibitors of human SENP7 protease. Q9BQF6. recombinant SENP7, Z-RLRGG-aminoluciferin luminescence, 40 min. inhibition, % at 5 µM. 330,000 tested, 1.5% active;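 active means inhibition above about 50% at the single test dose, limit read from the data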;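 further: plate controls were DMSO with enzyme for no effect and no enzyme buffer wells for full effect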
Starred values were filed as active, the others as inactive; / = not tested or not shown; & = joins results of further samples.

SMILES	SENP8 block-1	SENP1 inh	SENP6 block	HKDC1 inh	SENP8 block-2	PfGluPho inh	UBC13 polyUb	beta cell repl	SENP7 inh
Cc1ccc(-c2nn(C)c(=O)c3ccccc23)cc1CNC(=O)NC1CCCCC1	0.4	1.4	-10.6	1.5	-1.9	45.2	-5.8	-3.4	-3.4
C=CCSc1nnc2c(n1)OC(C)=Nc1ccc(Br)cc1-2	30.2	-1.7	-0.8	-12.8	-0.4	1.8	-13.4	-1.0	2.8
CCOc1ccc(NC(=S)NC(=O)/C=C/c2ccc(Br)cc2)c([N+](=O)[O-])c1	31.6	3.0	-6.9	-4.7	-1.9	0.3	-7.8	-0.7	0.3
Cc1ccc2sc(N(CCCN(C)C)C(=O)CN3C(=O)c4ccccc4C3=O)nc2c1C	21.4	-1.0	4.5	-1.3	-6.7	4.1	24.6	-6.9	3.6
COc1ccc(/C(C)=N/NC(=O)CNC(=O)c2cccs2)cc1	13.9	3.9	4.2	-3.5	8.7	-11.2	1.6	1.7	-0.1
CC(Oc1ccc(Br)cc1)C(=O)Nc1ccc(S(=O)(=O)N(C)C2CCN(C)CC2)cc1 (stereo not given)	14.4	0.9	-16.9	-2.2	-7.8	11.3	10.2	-7.0	-0.9
Cc1ccc(SC(C)C(=O)NCc2ccncc2)cc1 (stereo not given)	11.1	-0.8	-19.4	-8.5	8.7	15.9	-3.2	-1.5	0.0
CCCC(=O)Nc1cc2c3c(c1)CCN3C(=O)CC2	14.3	0.0	16.2	-5.7	-1.1	-9.5	1.5	1.3	1.0
Cc1ccc(S(=O)(=O)N2CCN(c3ncnc4scc(-c5ccccc5)c34)CC2)cc1	15.0	1.9	-4.4	-0.2	-3.3	4.4	-19.3	-5.2	0.4
COc1ccc(-c2csc(NC(=O)Cc3ccccc3)n2)cc1OC	17.1	2.2	-6.6	2.9	-3.5	1.7	5.6	1.6	4.8
Fc1ccc(N2CCN(c3nc(CN4CCOCC4)nc4scc(-c5ccccc5)c34)CC2)cc1	13.9	-1.2	-0.6	-2.2	-2.1	16.6	-1.3	-5.9	-12.9
CCCC(=O)C1=C(SCC)CC(C)(C)C(C(=O)OC)C1=O (stereo not given)	29.2	0.4	-11.9	2.8	4.5	-5.6	-1.4	-1.1	-5.6
CCNC(=O)OCc1cn(-c2ccccc2)nn1	4.3	2.6	2.9	-13.5	-1.7	-10.5	1.5	-2.7	-1.4
Cc1ccc(S(=O)(=O)c2cc3c(=O)n4cccc(C)c4nc3n(C3CCCCC3)c2=N)cc1	-22.1	-76.3	-9.6	-1.0	-10.5	4.3	0.8	-1.4	-8.0
Cc1cc(C)c(C)c(S(=O)(=O)NC2CCN(Cc3ccccc3)CC2)c1C	-0.8	-0.3	-0.3	-6.2	-2.7	2.6	5.8	-4.3	2.0
Cc1ccccc1-c1nn2c(-c3ccccc3)nnc2s1	4.6	-0.2	-8.2	-6.0	6.7	-12.1	8.7	7.3	2.7
CCCNC(=O)c1ccccc1NC(=O)c1ccccc1N(C)S(C)(=O)=O	18.2	0.6	-6.0	-6.5	-3.0	-4.8	-0.6	3.3	9.6
CCC(C(=O)NCc1ccco1)N(C(=O)CNS(=O)(=O)c1ccccc1)C1CCCCC1 (stereo not given)	6.2	-1.1	-12.8	-4.6	-4.7	3.1	4.4	-1.8	-6.3
Cc1cccc(-n2c(SCC(=O)Nc3ccc4c(c3)OCO4)nnc2-c2ccoc2C)c1	19.6	1.1	5.2	-3.9	-2.6	-2.2	0.4	0.5	4.0
C=CCNC(=O)c1cn(CC)c2cc(N3CCN(C(=O)c4ccco4)CC3)c(F)cc2c1=O	-330.4	-0.8	16.5	3.4	7.0	1.7	8.5	-1.6	2.3
Cc1ccc(S(=O)(=O)CC(=O)c2ccc([N+](=O)[O-])cc2)cc1	17.8	2.0	6.7	3.0	-3.6	0.7	-6.3	-1.5	-4.4
Cc1cccc(N2CCN(C(=O)c3cccc(S(=O)(=O)N4CCc5ccccc5C4)c3)CC2C)c1 (stereo not given)	20.4	0.7	1.5	3.0	4.9	-8.5	6.6	0.0	-0.6
COCCCn1c(C(=O)NC2CCCCC2C)cc2c(=O)n3cccc(C)c3nc21 (stereo not given)	-366.7	-106.1	-1.0	0.4	-0.3	16.4	13.6	4.9*	7.2
CCC1CCCCN1CCCNC(=O)CN1C(=O)c2cccnc2Oc2ccc(Cl)cc21 (stereo not given)	5.0	-1.0	-1.1	-1.5	3.0	-15.6	-2.1	-3.3	5.0
O=C(CCC1CCCN(C(=O)CCN2CCCCC2=O)C1)NCc1ccccc1F (stereo not given)	2.6	2.3	-5.9	-5.6	-11.3	-2.1	-0.5	-0.3	-12.9
O=C(c1c[nH]c(C(=O)C(Cl)(Cl)Cl)c1)c1ccc(F)cc1Cl	10.3	1.6	1.8	9.2	2.1	1.0	6.9	-4.1	-2.0
CCOC(=O)c1c(NC(=O)CN2C(=O)NC(C)(c3ccccc3)C2=O)sc(C)c1C (stereo not given)	4.1	-3.7	7.4	-0.3	-3.4	8.2	4.6	-4.2	-0.1
Cc1ccc(SCc2[nH]nc3c2C(C(C)C)C(C#N)=C(N)O3)cc1 (stereo not given)	21.3	2.7	0.0	3.6	-2.5	1.1	1.4	-4.9	-11.9
CCCOc1ccc(-c2nc(=S)[nH][nH]2)cc1	-2.6	2.2	1.9	-8.0	-0.7	52.0	9.6	0.5	4.7
Cc1ccc(/C=C2\SC(=S)N(CCC(=O)NNC(=O)c3cccnc3)C2=O)cc1	17.9	1.6	6.8	-4.1	4.8	12.1	-12.3	-4.8	-7.3
C[C@@H]1COC(=O)[C@@H](Cc2ccc(F)cc2)C/C=C\C[C@@H](CC(=O)NCCO)C(=O)N1	-2.6	1.4	14.6	-2.8	-3.5	5.1	6.3	3.9	-2.4
COc1ccnc(Oc2ccccc2)c1C(=O)N/C=N/OCc1ccc(F)cc1Cl	6.8	0.0	-19.6	6.7	5.0	9.0	20.8	-2.1	-2.9
Nc1c(C(=O)CSc2ncccn2)c(=O)[nH]c(=O)n1C1CC1	29.1	-2.1	0.1	-4.9	4.7	40.0	-5.2	-2.7	-7.8
CCN1CN(Cc2ccccc2)CNC1=S	22.3	0.0	0.0	10.7	2.1	-3.4	-6.4	-3.9	8.3
Cc1cc(NC(=O)CSc2cc(Cl)ccc2Cl)n(-c2ccccc2)n1	23.6	2.5	-8.1	1.7	-6.5	9.9	4.1	-2.7	12.8
Cc1ccc(S(=O)(=O)N2CCC(C(=O)N[C@@H](Cc3ccccc3)C(=O)O)CC2)cc1	4.0	2.6	-10.3	-9.2	-15.5	-24.9	-5.6	-4.0	-0.5

Looked up by structure from above (3):
SMILES	SENP8 block-1	SENP1 inh	SENP6 block	HKDC1 inh	SENP8 block-2	PfGluPho inh	UBC13 polyUb	beta cell repl	SENP7 inh
Nc1c(C(=O)CSc2ncccn2)c(=O)[nH]c(=O)n1C1CC1	29.1	-2.1	0.1	-4.9	4.7	40.0	-5.2	-2.7	-7.8
CCN1CN(Cc2ccccc2)CNC1=S	22.3	0.0	0.0	10.7	2.1	-3.4	-6.4	-3.9	8.3
COc1ccnc(Oc2ccccc2)c1C(=O)N/C=N/OCc1ccc(F)cc1Cl	6.8	0.0	-19.6	6.7	5.0	9.0	20.8	-2.1	-2.9

(listing goes on)
SMILES	SENP8 block-1	SENP1 inh	SENP6 block	HKDC1 inh	SENP8 block-2	PfGluPho inh	UBC13 polyUb	beta cell repl	SENP7 inh
Cc1ccc(C(=O)Oc2ccc(/C=N/NC(N)=O)cc2)cc1	12.4	8.2	3.9	-3.1	-0.7	13.2	0.5	-2.8	5.3
COc1ccccc1Cc1nnc(NC(=O)C2CCN(C(=O)c3ccco3)CC2)s1	30.3	5.3	-17.6	-4.3	3.3	31.2	1.0	0.0	13.0
O=C(N/C(=C\c1ccccc1)C(=O)N1CCCCCC1)c1ccccc1	9.0	2.5	-17.0	-4.5	-9.4	-2.6	-0.5	0.9	-5.9
COc1ccc(/C=C2/N=C3CCCCCN3C2=O)cc1OC	-15.6	-15.4	-11.0	-3.7	-7.4	15.4	-0.4	0.8	10.5
Cc1ccc(S(=O)(=O)c2c(N)n(Cc3ccco3)c3nc4ccccc4nc23)cc1C	-312.7	-27.0	5.6	6.4	-10.4	23.8	-13.8	-3.1	-2.3
Cc1ccc(S(=O)(=O)c2nc(C)oc2NCc2ccccc2)cc1	/	/	-11.5	/	0.3	/	1.2	-3.8	0.1
CCNC(=S)N/N=C/c1cc(C)ccc1C	17.6	1.4	-4.6	-6.8	-10.5	6.1	-5.6	-0.6	-4.0
CCN1C(=O)[C@H]2[C@@H](c3ccc(-c4cccc(Cl)c4)c(OC)c3)N[C@@](CC(C)C)(C(=O)OC)[C@H]2C1=O	-122.4	-1.0	-13.5	1.6	-7.2	27.1	-15.1	-7.7	3.1
COc1ccc(NC(=O)C(C)N2C(=O)C3CC=C(Cl)CC3C2=O)cc1 (stereo not given)	1.2	0.7	-9.9	9.5	6.0	-6.7	1.0	-0.9	1.4
O=C(NCCCc1ccccc1)c1cccc(S(=O)(=O)N2CCOCC2)c1	12.7	0.2	-5.0	-3.7	2.5	2.4	9.0	1.9	2.2
COc1cc(/C=N/N=C2/NC(=O)C(Cc3ccc(F)cc3)S2)ccc1O (stereo not given)	-32.2	0.6	7.9	-0.5	-5.6	-18.4	-3.1	-3.2	2.3
O=C(Nc1ccc(C(=O)O)cc1)/C(=C\c1ccc2c(c1)OCO2)NC(=O)c1ccc(Br)cc1	-6.8	-12.3	-6.0	17.9	-1.1	-18.1	-15.3	-0.1	-1.6
CC1CCN(C(=O)c2nc[nH]c2C(=O)N2CCC(C)CC2)CC1	10.2	3.2	-13.7	0.7	-0.2	3.7	0.3	0.3	7.3
O=C(CN1C(=O)c2ccccc2S1(=O)=O)Nc1cccc(S(=O)(=O)N2CCOCC2)c1	9.3	-0.2	-10.6	-5.2	-2.9	5.2	-7.0	-5.1	3.1
CC(C)CCc1noc(CN2CCC(C(=O)N3CCOCC3)CC2)n1	22.0	-0.1	10.8	-1.0	-1.8	-4.7	9.0	-0.1	3.0
Cc1ccc(-c2n[nH]c(=O)c3ccccc23)cc1S(=O)(=O)N(C)C	-0.4	-1.3	-7.6	-6.7	-15.6	24.5	1.9	-0.1	9.7
Cc1nnsc1C(=O)N(Cc1ccccc1)C(C)C	-4.9	3.4	-22.7	-0.2	-3.8	-17.2	-7.1	0.6	3.3
C=CCn1c(SCC(=O)c2cccs2)nnc1-c1cccc(OC)c1	-2.2	-0.4	-8.8	-8.2	1.4	14.7	-0.7	1.8	-6.7
CCCCn1c(N)c(N(CC(C)C)C(=O)C2CCN(S(=O)(=O)c3ccccc3)CC2)c(=O)[nH]c1=O	4.0	-1.3	-8.1	-3.5	3.0	-1.4	-0.9	3.1	-17.0
COc1cc(OC)cc(C(=O)NCc2ccc3[nH]c(C)cc3c2)c1	-21.9	-49.9	-3.7	-5.9	-0.4	18.7	5.8	-0.2	-0.7
CC(/C=C\c1cccnc1)=C/C(=O)O	24.6&14.2	3.0&1.5	-11.9&-6.8	-1.2&-2.3	2.1&4.6	1.1&-11.6	-6.9&7.3	-0.7&2.9	0.6&2.7
CC[C@@H](C)[C@H](NC(=O)CNC(=O)Cc1c(C)c2c(cc(C)c3c(C)coc32)oc1=O)C(=O)O	-302.6	0.8	-41.6	8.0	1.8	-2.6	6.0	2.9	8.7
